LEDGF integ inh: blocks HIV-1 LEDGF/p75-dependent DNA integration; TR-FRET IN-LEDGF/p75 DNA integration, Eu/Cy5; inhibition, % at 3.7 µM; 0.64% of 370,000 active;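 active means inhibition above the screen-wide mean plus 3 SD, cut at about 13% in these data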;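 further: signal is the Cy5 over europium emission ratio at 671 and 618 nm; 0% = plate median of compound wells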
TCR CD3 inh: inhibitors of human TCR-CD3 interaction | TAMRA-labeled TCR probe fluorescence, biochemical | inhibition, % at 9.4 µM | 0.37% of 360,000 active | AID 651800; in the data active means inhibition above about 19%;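 further: recombinant mutant TCR 2C K166C tagged with TAMRA read by polarization; 0% = receptor in buffer alone and 100% = receptor with positive control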
HTRA1 inhibitor: blocks human HTRA1 serine peptidase | recombinant HTRA1, FP-rhodamine activity-based probe, fluorescence polarization | inhibition, % at 5.96 µM | 0.5% of 340,000 active; in the data active means inhibition above about 36%;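 further: 0% = enzyme with DMSO and 100% = wells lacking enzyme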
PRMT1 inh: inhibitors of human PRMT1; recombinant PRMT1, activity-based probe fluorescence polarization; 1.3% of 370,000 active; AID 652257; inhibition, % at 2.79 µM; Q99873;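 active means inhibition above about 21% made by adding two undisclosed values, limit read from the data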
Target sequence (Q99873 whole entry, looked up): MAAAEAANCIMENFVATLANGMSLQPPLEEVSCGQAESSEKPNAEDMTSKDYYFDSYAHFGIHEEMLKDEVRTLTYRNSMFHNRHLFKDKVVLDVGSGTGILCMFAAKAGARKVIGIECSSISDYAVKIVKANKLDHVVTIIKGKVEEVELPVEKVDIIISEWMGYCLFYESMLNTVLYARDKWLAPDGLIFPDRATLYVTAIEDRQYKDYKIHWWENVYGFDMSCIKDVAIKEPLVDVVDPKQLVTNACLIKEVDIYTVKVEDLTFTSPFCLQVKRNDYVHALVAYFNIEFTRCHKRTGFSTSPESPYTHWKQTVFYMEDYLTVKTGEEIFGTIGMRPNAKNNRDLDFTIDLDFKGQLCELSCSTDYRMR
MBD2 DNA inh: MBD2-methylated oligo binding inhibition | inhibition, % at 4.4 µM | Q9UBB5 | 0.31% of 370,000 active | AID 686964 | TR-FRET, MBD2 binding to methylated oligonucleotide; in the data active means inhibition above about 13%
Target sequence (Q9UBB5 whole entry, looked up): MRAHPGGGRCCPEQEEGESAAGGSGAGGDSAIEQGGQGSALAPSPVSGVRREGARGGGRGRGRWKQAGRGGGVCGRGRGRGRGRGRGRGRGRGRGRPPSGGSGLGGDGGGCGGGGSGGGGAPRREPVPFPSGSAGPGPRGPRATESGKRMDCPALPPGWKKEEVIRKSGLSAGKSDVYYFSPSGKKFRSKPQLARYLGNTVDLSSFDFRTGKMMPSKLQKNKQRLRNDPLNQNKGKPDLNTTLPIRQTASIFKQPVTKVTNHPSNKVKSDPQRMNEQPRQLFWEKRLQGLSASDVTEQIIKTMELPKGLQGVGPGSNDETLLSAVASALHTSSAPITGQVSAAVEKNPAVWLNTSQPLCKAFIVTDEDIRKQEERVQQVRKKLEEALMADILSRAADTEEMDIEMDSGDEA
rCAG RNA binder: molecules binding r(CAG) RNA repeats; r(CAG) RNA repeat, TO-PRO-1 dye displacement fluorescence; inhibition, % at 3 µM; 1.3% of 370,000 active; AID 651821;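 active means inhibition above the plate cutoff, the mean of all test compounds on that plate plus 3 SD, cut at about 35% in these data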;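 further: 0% = DMSO alone and 100% = 100 µM mitoxantrone as full dye displacement; higher means more dye released from RNA so lower well fluorescence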
UHRF1 binding: blocks human UHRF1 binding to methylated DNA. Q96T88. UHRF1 binding to methylated oligo, TR-FRET. inhibition, % at 4.4 µM. 0.75% of 370,000 active. AID 687016; in the data active means inhibition above about 21%;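 further: UHRF1 SRA domain binding a hemimethylated CpG hairpin DNA probe; 0% = median of test compound wells and 100% = reference inhibitor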
PG9 binder: binds the HIV-1 gp120 antibody PG9; TR-FRET gp120-PG9 antibody binding; inhibition, % at 6.7 µM; 0.43% of 360,000 active; in the data active means inhibition above about 8.5%
Rev-erbA mod: modulators of human Rev-erb alpha DNA binding; P20393; Rev-erbα–FITC-DNA binding, fluorescence polarization, 90 min; activity, % at 10 µM; 0.79% of 370,000 active; AID 1259318;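 active means activity above about 14%, limit read from the data; passing the limit was not always enough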;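 further: 0% = DMSO wells with 35 nM protein and 100% = DMSO wells with 750 nM protein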
ABHD4 inh: inhibits mouse alpha/beta hydrolase domain 4; inhibition, % at 8.92 µM; Q8VD66; purified mABHD4, FP-Rh probe fluorescence polarization; 0.54% of 370,000 active; AID 720543;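 active means inhibition exceeding the mean over every tested compound plus 3 SD, cut at about 30% in these data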;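 further: 0% = plate median of compound wells and 100% = S159A mutant with DMSO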
Target sequence (Q8VD66 whole entry, looked up, the tested form may be a part): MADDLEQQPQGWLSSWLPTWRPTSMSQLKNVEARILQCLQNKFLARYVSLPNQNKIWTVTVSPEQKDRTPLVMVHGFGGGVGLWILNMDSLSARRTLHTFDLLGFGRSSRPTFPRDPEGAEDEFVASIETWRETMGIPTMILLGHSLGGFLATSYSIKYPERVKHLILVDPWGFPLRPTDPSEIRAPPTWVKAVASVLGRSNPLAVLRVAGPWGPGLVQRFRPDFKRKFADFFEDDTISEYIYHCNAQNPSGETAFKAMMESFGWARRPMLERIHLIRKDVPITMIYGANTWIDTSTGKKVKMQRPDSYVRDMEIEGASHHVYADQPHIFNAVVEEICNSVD
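Test system: mABHD4 protein; Read-out basis: % inhibition; Incubation: 45 min + 60 min at 25 °C; Repeats: single replicate; Technique: fluorescence polarization with parallel and perpendicular emission, 525/598 nm; Compound: 8.92 µM, single dose; Benchmarks: full inhibition S159A mutant plus DMSO, zero as sample-well median.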
Active calls of the source: *; . = not tested or not shown. The list is partial (hit frequency here may not be typical).

SMILES	LEDGF integ inh	TCR CD3 inh	HTRA1 inhibitor	PRMT1 inh	MBD2 DNA inh	rCAG RNA binder	UHRF1 binding	PG9 binder	Rev-erbA mod	ABHD4 inh
CSc1ccc(CN(C)C(=O)CNC(=O)c2sc3ccccc3c2Cl)cc1	-8	-4	-44	3	3	-3	2	1.9	7	-2
Cc1ccc(S(=O)(=O)N2CCN(Cc3cc4c(cc3Br)OCCO4)CC2)cc1	0	-3	-33	7	0	5	0	0.7	10	-9
COc1cc(CCCN2C(=S)NC[C@@H]2c2ccccc2)cc(OC)c1OC	2	5	-1	-3	-7	-6	-2	0.0	1	-8
CCOC(=O)c1ccc2c(c1)nc(SCc1cn3ccsc3n1)n2CC	-3	7	-3	-2	-3	2	-2	-0.5	-6	3
COc1ccc(OC)c(N(CC(=O)Nc2cccc3ccccc23)S(C)(=O)=O)c1	1	-2	8	-1	-6	3	-1	-1.9	-3	-11
COc1ccc(N2CCN(CC(O)COc3ccc(F)cc3)CC2)cc1 (configuration not stated)	-4	6	3	-3	1	1	1	-2.0	-2	0
Cc1cc(-c2nnc(SCC(=O)Nc3nc(-c4ccc(Cl)cc4)cs3)o2)no1	-2	-9	25	42*	5	46*	-1	0.0	-5	-4
CCOc1ccc(NC(=O)c2c(OC)cccc2OC)cc1	2	4	-10	0	-2	-2	14	-0.7	1	-1
O=C(CCCCCCN1C(=O)c2ccccc2C1=O)Nc1nccs1	0	0	-3	0	1	-7	-2	3.0	2	4
CCN1CCN(C2=C(NS(=O)(=O)c3ccc(Br)cc3)C(=O)c3ccccc3C2=O)CC1	9	0	6	22*	-10	7	-3	-9.9	5	6
CCN(CCN(C)C)C(=O)c1ccc2c(c1NCCO)C(=O)c1ccccc1C2=O	0	-2	2	1	-14	-1	-21	-27	8	0
COCCNC(=O)C1CCCN(C(=O)COc2ccc(C(C)(C)C)cc2)CC1 (configuration not stated)	0	2	.	-1	1	-2	0	-0.4	-3	1
O=C(NCCc1cccc(Cl)c1)c1cccs1	-3	2	3	-1	-1	1	0	-0.4	-5	-6
CCc1ccc2nc(SCC(=O)N3CC(=O)Nc4ccccc43)c(C#N)cc2c1	0	-5	-10	-3	3	-3	2	1.1	1	-6
CCOC(=O)N1CCN(c2c(NCCN3CCN(Cc4ccccc4)CC3)c(=O)c2=O)CC1	-2	-3	2	-5	1	-3	-3	-1.1	6	-9
Cc1cc(OC(=O)c2ccccc2Cl)ccc1N1C(=O)CCC1=O	-4	-8	1	2	1	-2	2	0.7	1	-1
Cc1cccc(C)c1-n1nnnc1C1(C)CCC(=O)N1C1CC1 (configuration not stated)	-2	10	.	-3	-2	1	4	-2.2	3	0
COc1ccc2cc3c(N)nn(C(=O)Cc4ccc(Cl)cc4)c3nc2c1	7	9	-20	0	-1	8	-2	5.6	6	-5
COc1ccccc1N1CCN(CC(=O)NC(=O)NCc2ccco2)CC1	4	0	-2	-1	-1	-4	0	0.9	-5	3
Cc1ccc(S(=O)(=O)N2CCN(C(=O)Cc3c(F)cccc3Cl)CC2)cc1	1	-1	-7	1	1	-7	-1	0.1	6	0
CCOC(=O)[C@]12CCCC=C1N(Cc1ccc(Cl)cc1Cl)C(=O)[C@H](CC(=O)N1CCCC1)C2	-3	4	.	-3	-2	2	0	1.9	-10	-1
CC1(CC(=O)O)C(=O)N=C2C=CC=CN21 (configuration not stated)	0	-1	-1	-1	1	0	1	-0.8	7	-4
C=CCn1c(C(CCC(C)C)CC(C)(C)O)n[nH]c1=S (configuration not stated)	0	-2	1	-2	-5	-5	0	-0.9	1	-1
Cc1nnc2sc(-c3csc4c3CCCC4)nn12	1	0	-8	2	-2	2	-3	2.0	4	-4
CCCCc1nnc(NC(=O)CCc2ccccc2)s1	0	-4	-1	0	6	-6	0	-0.4	4	4
COc1ccc(S(=O)(=O)Nc2ccccc2C(=O)NCc2cccnc2)cc1	2	-3	-2	-6	3	3	2	0.0	1	-10
NC(=O)c1ncn([C@@H]2O[C@H](CNCc3ccccc3OCc3ccc(Cl)cc3Cl)[C@@H](O)[C@H]2O)n1	0	-5	-7	0	-6	-1	-4	0.1	-4	3
CC1(C(=O)NS(=O)(=O)c2ccc(Br)cc2)CCN1C(=O)C1(c2ccccc2)CC1 (configuration not stated)	-3	-4	.	3	-2	23	5	0.5	-2	7
O=C(NN=C1C2CC3CC(C2)CC1C3)c1ccncc1	-1	7	0	0	-1	1	-1	-0.7	2	-5
O=[N+]([O-])c1ccccc1OCCCN1CCc2ccccc2C1	4	-4	-1	2	5	-4	5	3.4	5	-6
CC(=O)c1ccc(NC(=O)CNCC(c2ccccc2)N(C)C)cc1 (configuration not stated)	-1	-3	4	5	1	-1	3	0.6	-9	12
CCOC(=O)Cc1[nH]nc2c1C(c1cc(OC)ccc1OC)C(C#N)=C(N)O2 (configuration not stated)	-2	6	1	0	-12	1	-6	0.3	-1	0
COc1ccc(CCNS(=O)(=O)c2ccc(OC)c(OC)c2)cc1OC	0	-6	4	3	-3	-6	2	-0.7	-7	0
Cc1ccc(S(=O)(=O)CCC(=O)Nc2nnc(-c3ccccc3S(C)(=O)=O)o2)cc1	4	7	2	-9	6	6	1	-0.6	-2	1
CC1CCc2nc(NC(=O)CN3CCN(c4ccc(F)cc4)CC3)sc2C1 (configuration not stated)	6	-3	-3	-2	5	-8	-2	-2.5	-1	19
Cn1c(C(=O)NC2CCCCC2)cc2c(=O)n(C)c3ccccc3c21	6	-3	2	3	3	5	2	12*	5	-6
COC(=O)c1c(-c2ccccc2)[nH]c(-c2nccc3ccccc23)c1C(=O)OC	6	7	1	-2	-3	2	-2	0.1	5	-4
COc1cccc(C(=O)Nc2ccc(N3CCN(Cc4ccccc4)CC3)cc2)c1	1	1	1	0	0	4	1	-1.6	0	6
CCCCCC[n+]1c(-c2ccccc2)csc1Nc1ccccc1	4	-2	1	-2	-4	0	0	-0.4	7	1
Cc1sc(NC(=O)Cn2nc(C(F)(F)F)cc2C)c(C(=O)OC(C)C)c1C	-1	1	5	-2	2	1	0	-1.8	8	-3
C=CCNC(=O)CSc1nc2scc(-c3ccco3)c2c(=O)n1CC=C	-3	1	0	5	0	4	3	0.9	-2	-2
CCOc1ccc(C(=O)C(C)=O)c(OCC)c1	-3	-2	.	1	3	1	4	-1.7	-1	9
O=C(COc1ccc(Br)cc1)Nc1ccc(N2CCOCC2)cc1N1CCOCC1	1	-5	1	2	5	2	2	2.4	-25	-6
COc1ccc(NC(=O)CCOc2cc(C)ccc2C)cc1S(=O)(=O)N1CCCCC1	2	-4	-26	-3	-2	1	1	-0.5	-1	-19
CCOC(=O)C1CCN(C(=O)CCc2nnc3ccc(N4CCN(C)CC4)nn23)CC1	4	6	10	-1	-6	-7	-3	-0.2	1	-5

Six of the compounds above, as a markdown table:
| SMILES | LEDGF integ inh | TCR CD3 inh | HTRA1 inhibitor | PRMT1 inh | MBD2 DNA inh | rCAG RNA binder | UHRF1 binding | PG9 binder | Rev-erbA mod | ABHD4 inh |
| --- | --- | --- | --- | --- | --- | --- | --- | --- | --- | --- |
| Cc1sc(NC(=O)Cn2nc(C(F)(F)F)cc2C)c(C(=O)OC(C)C)c1C | -1 | 1 | 5 | -2 | 2 | 1 | 0 | -1.8 | 8 | -3 |
| C=CCNC(=O)CSc1nc2scc(-c3ccco3)c2c(=O)n1CC=C | -3 | 1 | 0 | 5 | 0 | 4 | 3 | 0.9 | -2 | -2 |
| CCOc1ccc(C(=O)C(C)=O)c(OCC)c1 | -3 | -2 | . | 1 | 3 | 1 | 4 | -1.7 | -1 | 9 |
| O=C(COc1ccc(Br)cc1)Nc1ccc(N2CCOCC2)cc1N1CCOCC1 | 1 | -5 | 1 | 2 | 5 | 2 | 2 | 2.4 | -25 | -6 |
| COc1ccc(NC(=O)CCOc2cc(C)ccc2C)cc1S(=O)(=O)N1CCCCC1 | 2 | -4 | -26 | -3 | -2 | 1 | 1 | -0.5 | -1 | -19 |
| CCOC(=O)C1CCN(C(=O)CCc2nnc3ccc(N4CCN(C)CC4)nn23)CC1 | 4 | 6 | 10 | -1 | -6 | -7 | -3 | -0.2 | 1 | -5 |

Following part.
SMILES	LEDGF integ inh	TCR CD3 inh	HTRA1 inhibitor	PRMT1 inh	MBD2 DNA inh	rCAG RNA binder	UHRF1 binding	PG9 binder	Rev-erbA mod	ABHD4 inh
CCOc1cc(/C=N/NC(=O)c2ccncc2)ccc1OC(=O)c1ccc([N+](=O)[O-])cc1	5	-5	5	0	6	2	0	0.9	1	-4
COc1ccccc1CCn1cnc(-c2ccc(F)cc2F)c1CC(C)C	1	3	.	-1	2	0	4	1.0	8	3
COC(=O)C1=C(C)N(C)C(=NCc2ccccc2)NC1c1ccccc1C(F)(F)F (configuration not stated)	1	1	.	3	1	5	-2	-1.3	2	6
O=C(c1cc2ccccc2oc1=O)N(Cc1cccs1)C1CCS(=O)(=O)C1 (configuration not stated)	1	0	-1	1	-2	-1	4	-1.6	-6	-7
CCc1nnc(NS(=O)(=O)c2ccc(N=Cc3c(C)[nH]n(-c4ccc(C)c(C)c4)c3=O)cc2)s1	0	-5	0	0	-9	55*	-10	1.4	-5	-6
O=c1[nH]c2cc(Cl)ccc2c(O)c1-c1cccc(Oc2ccccc2)c1	-6	-1	6	5	-4	1	1	-0.2	0	2
COC(=O)C1=CN(c2ccc3c(c2)OCO3)C(N)=C(C#N)C1c1ccc(-c2ccccc2)cc1 (configuration not stated)	5	3	.	0	-1	14	1	-0.3	4	3
Cc1cc(C)cc(NS(=O)(=O)c2ccc3[nH]cc(C(=O)N4CCc5ccccc54)c(=O)c3c2)c1	1	3	-33	0	5	20	-5	1.1	1	-24
Cc1ccc2nc(-c3ccc(N4C(=N)SC5CS(=O)(=O)CC54)cc3)sc2c1 (configuration not stated)	-2	1	-4	1	3	-1	-2	-3.0	4	0
CCOC(=O)c1ccc2ncc(C(=O)OCC)c(NCc3ccco3)c2c1	4	0	-24	1	-7	7	3	1.7	-1	11
O=C(c1cccc(NC2=NC3CS(=O)(=O)CC3S2)c1)N1CCN(c2cccc(Cl)c2)CC1 (configuration not stated)	-3	0	-1	0	-2	5	-1	-2.1	3	-2
CSc1nnc(C)c(/C=C/Nc2ccc(F)cc2)n1	-2	5	2	6	4	7	-1	0.9	.	-4
COc1ccc(C(=O)Nc2ccc(OCC(F)(F)C(F)F)c(C(F)(F)F)c2)cc1OC	-2	7	-56	1	1	0	-2	-2.0	7	-83
CSc1nc2[nH]c(=O)[nH]c2c(=O)[nH]1	-4	0	3	-3	-2	1	-2	6.9	-5	4
COc1cccc(N2CCN(C(=O)C3CCN(S(=O)(=O)c4cccs4)CC3)CC2)c1	3	-5	-2	0	1	6	4	-2.6	0	-2
CCn1c(C)c(P(=O)(N2CCOCC2)N2CCOCC2)c2ccccc21	-1	6	-2	-1	2	-4	1	1.3	-1	5
COc1ccc(C(=O)NNC(=O)CSc2nnc(COc3ccc4ccccc4c3)n2C)cc1	0	4	1	-2	0	0	-4	-2.4	1	3
CCn1c(CSc2nc3ccccc3s2)n[nH]c1=S	3	12	5	1	0	1	3	-1.8	2	-1
COc1ccc2cc(S(=O)(=O)NCCCN3CCOCC3)ccc2c1	-2	6	6	-1	-3	0	-2	-1.1	-4	-2
FC(F)(F)Oc1ccc(Cn2ccc3ccc(-c4ccc5ccn(Cc6ccc(OC(F)(F)F)cc6)c5c4)cc32)cc1	6	.	.	2	-4	10	-6	.	2	1
Cc1cc(=O)[nH]c(N/N=C/c2c(O)n(-c3ccccc3)c(=O)c3ccccc23)n1	2	11	26	1	-7	25	-5	-30	0	9
CCOC(=O)N1CCN(C(=O)CS(=O)(=O)Cc2nc(-c3ccccc3C)oc2C)CC1	0	0	-4	-2	1	-1	-1	-1.4	-4	0
COc1ccccc1OCCNC(=O)CN1C(=O)NC2(CCCCC2)C1=O	4	2	9	-2	-6	2	1	-1.1	-4	3

Screening results (PubChem)
